# NTR1 agonist = agonists of NTR1, primary screen, imaging, U2OS cells, beta-arrestin-GFP, high content (AID 493036). 330,000 compounds, 0.17% hits. activation, % at 20 µM. NTR1-U2OS beta-arrestin-GFP spot imaging, agonist mode. P30989;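 active = activation at or above 40% of the spot to cytoplasm intensity ratio, with at least 20 cells analyzed; inconclusive = wells under 20 cells, flagged as cytotoxic or low count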;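 also: 0% = DMSO without peptide and 100% = 100 nM NTR1 peptide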
# Target sequence (P30989 whole entry, looked up): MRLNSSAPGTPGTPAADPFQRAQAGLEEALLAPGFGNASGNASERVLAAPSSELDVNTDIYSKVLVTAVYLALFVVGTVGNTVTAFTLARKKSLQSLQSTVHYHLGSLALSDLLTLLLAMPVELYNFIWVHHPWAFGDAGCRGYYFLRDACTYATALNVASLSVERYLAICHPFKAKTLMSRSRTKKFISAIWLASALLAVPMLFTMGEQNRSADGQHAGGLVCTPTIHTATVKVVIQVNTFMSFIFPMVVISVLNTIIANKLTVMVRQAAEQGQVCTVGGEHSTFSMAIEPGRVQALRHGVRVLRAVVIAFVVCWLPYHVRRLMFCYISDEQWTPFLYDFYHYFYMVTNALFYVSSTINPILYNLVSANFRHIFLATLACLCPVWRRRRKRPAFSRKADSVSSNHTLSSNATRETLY
# UTI89 phage lysis = inhibition of K1F phage lysis, E. coli UTI89, bacterial capsule biogenesis inhibitors, alamar blue (AID 488966); 340,000 compounds, 0.02% hits; E. coli UTI89 K1F phage lysis, alamar blue, 2 h; higher % means a stronger effect; one-dose inhibition, % at 100 µM; IC50 in µM for titrated hits;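 active = phage lysis inhibition, versus mean bacterial control, above a set limit; inconclusive = no clear call, values can overlap the other calls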;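 also: capsule biogenesis inhibitors block K1F phage lysis so surviving cells raise fluorescence; higher fluorescence means more inhibition of phage lysis; actives were called in the ten point dose series up to 300 µM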
# West Nile antiviral = West Nile virus antiviral activity, cell-based, CPE readout (AID 1621); West Nile virus-infected cells, CPE inhibition; higher % means a stronger effect; 290,000 compounds, 0.02% hits; CPE inhibition, % at 10 µM, or IC50 in µM where a hit was titrated; in the data active = a potency from the dose series; inconclusive = CPE inhibition mostly from about 3.7% at the one dose, without a potency; inactive = the rest, 99 in 100 with CPE inhibition below about 2.2%; also: strong numbers were not always called active
# RSV CPE inhibition = inhibition of RSV-induced cytopathic effect – HEp-2 cells, primary 10 µM value included (AID 2391); 310,000 compounds, 0.13% hits; HEp-2 cells, RSV-induced CPE inhibition; higher % means a stronger effect; CPE inhibition, % at 10 µM, or IC50 in µM where a hit was titrated; in the data active = a potency from the dose series; inconclusive = CPE inhibition mostly from about 23% at the one dose, without a potency; inactive = the rest, 99 in 100 with CPE inhibition below about 21%; also: strong numbers were not always called active
# Large T inhibition = TAg ATPase/helicase activity blockers – biochemical (AID 1903); SV40 large T antigen ATPase/helicase inhibition assay; higher % means a stronger effect; 310,000 compounds, 0.39% hits; inhibition, % at 20 µM; hits with a dose series show IC50 in µM; in the data active = a potency from the dose series; inconclusive = inhibition mostly from about 32% at the one dose, without a potency; inactive = the rest, 99 in 100 with inhibition below about 32%; also: strong numbers were not always called active
# Siah-1 displacement = blockers of Siah-1 interaction with plectin peptide – biochemical, fluorescence polarization, rhodamine-plectin, uHTS, primary screen (AID 1817) | 290,000 compounds, 0.02% hits | one-dose displacement, % at 20 µM; IC50 in µM for titrated hits | Siah-1 / rhodamine-plectin peptide fluorescence polarization; higher % means a stronger effect;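 active = displacement of at least 50% at 20 µM, with a fluorescence ratio check between 0.3 and a set limit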;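 also: plate controls were Siah plus tracer with DMSO for no effect and tracer alone without Siah for full effect; strong numbers were not always called active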
# NS5 inhibitors = flavivirus cap methylation enzyme inhibition – biochemical, confirmation dose response, primary screen (AID 588689) | inhibition, % at 25 µM; hits with a dose series show IC50 in µM | Dengue-2 NS5 methyltransferase capping enzyme assay, biochemical; higher % means a stronger effect | 340,000 compounds, 0.3% hits; in the data active = a potency from the dose series; inconclusive = inhibition above about 29% without an active follow-up result
# Rac1 GTP hydrolysis = MgcRacGAP GTPase-activating activity inhibitors, confirmation, biochemical, ADP Hunter fluorescence. MgcRacGAP-stimulated Rac1 GTP hydrolysis, ADP Hunter fluorescence; higher % means a stronger effect; GST-tagged Rac1 F28L mutant substrate. one-dose inhibition, % at 30 µM; IC50 in µM for titrated hits. 340,000 compounds, 0.6% hits. AID 624330;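 active = first-screen hits whose inhibition reached a set limit at any dose in the follow-up dose series; inconclusive = inhibition above the set first-screen limit but never retested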;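 also: fluorescence reports GDP produced by GAP-driven GTP hydrolysis; strong numbers were not always called active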
# AID2073 = disruptors of CaV2.2 binding to Mint1 – biochemical, HTRF (AID 2073); HTRF protein-protein interaction, Mint1-CaV2.2; higher % means a stronger effect; one-dose inhibition, % at 20 µM; IC50 in µM for titrated hits; 290,000 compounds, 0.19% hits; in the data active = inhibition mostly above about 51%, no sharp cut-off; inconclusive = no clear call, values can overlap the other calls; inactive = mostly below about 53%; also: some results filed as inactive read as strong as hits
# NTR1 agonist cell count 20 µM = also measured in NTR1 agonist; calls as there; cell count; measured here: cell count, cytotoxicity flag
# NS5 inhibitors pilot replicate = further read-out of NS5 inhibitors, marked with its call; inhibition, %; measured here: pilot screen replicate inhibition
# * marks the source's active call; other numbers are inactive results; ? = inconclusive; nt = no result given; [ ] = remark or other dose.
SMILES,NTR1 agonist,NTR1 agonist cell count 20 µM,UTI89 phage lysis,West Nile antiviral,RSV CPE inhibition,Large T inhibition,Siah-1 displacement,NS5 inhibitors,Rac1 GTP hydrolysis,AID2073,others
O=C(COc1ccc(S(=O)(=O)N2CCOCC2)cc1)N1CCOCC1,-1.7,65,0.5%[50 µM],nt,1.3%,nt,nt,1%,1%,nt,
COc1ccc(S(=O)(=O)N2CCOCC2)cc1NC(=O)CSc1cccc[n+]1[O-],-0.8,67,-0.6%,0.8%,0.7%,15%,0%,-3%,3%,4%,
CN1CCN(S(=O)(=O)c2cccc(C(=O)N3CCc4ccccc43)c2)CC1,1.0,46,1.6%,-1.7%,-0.8%,0%,4%,2%,9%,6%,
O=C1C=C(Nc2ccc(Cl)cc2)C(=O)N1c1ccc(Cl)cc1,-1.7,104,0.2%,-0.4%,0.4%,18%,-1%,9%,5%,22%,
COc1ccc(N2C(=O)CC(Sc3ccccc3C(=O)O)C2=O)c([N+](=O)[O-])c1 (stereo not drawn),3.6,45,-0.2%,0.5%,0.5%,8%,0%,-2%,5%,11%,
COc1cccc(NC(=O)CN(C)C(=O)c2ccccc2OCc2c(C)noc2C)c1,1.3,56,1.2%[50 µM],nt,0.4%,8%,nt,4%,3%,nt,
CCCOc1ccc(Cn2cnc3ccccc32)cc1,0.4,65,0.9%,0.3%,-1.9%,1%,-1%,-3%,6%,-6%,
COCc1nc(-c2cc(OC)c(OC)c(OC)c2)no1,-1.1,73,0.8%,-0.2%,2.2%,1%,-2%,17%,5%,-5%,
CCOc1ccc(N2C(=O)CC(N3CC(C)OC(C)C3)C2=O)cc1 (stereo not drawn),2.0,67,0.6%,0.2%,2.9%,9%,-1%,-7%,2%,4%,
O=C(OCCOc1ccccc1)c1cccc(S(=O)(=O)N2CCOCC2)c1,-2.2,69,0.4%[50 µM],nt,2.5%,nt,nt,4%,2%,nt,
CCOC(=O)c1c(C)oc(NC(=O)COc2ccc(Cl)cc2C)c1C#N,3.3,71,0.6%,-0.3%,0.4%,2%,-3%,-11%,5%,3%,
O=C(N/N=C\c1cc2c(cc1Cl)OCO2)c1cccs1,0.7,59,-0.1%,-0.2%,0.6%,10%,8%,3%,11%,-3%,
CSc1ccc(/C=C/C(=O)OCC(=O)N(C)CCC#N)cc1,0.1,42,0.1%,1.2%,-0.8%,-1%,2%,-8%,-1%,19%,
CCOc1ccccc1N1CCN(S(=O)(=O)c2cccs2)CC1,1.1,64,5.7%,-0.8%,0.5%,3%,2%,-3%,7%,12%,
C=CCNC(=O)Cn1c(=O)c2c(ncn2CCC(C)C)n(Cc2ccccc2)c1=O,0.2,46,0.1%,-0.7%,3.2%,4%,8%,-1%,15%,5%,
CCOC(=O)CN(C(=O)CN1CCOCC1)c1ccc(Br)cc1,2.3,99,0.4%,-0.1%,2.8%,15%,1%,-1%,6%,-1%,NS5 inhibitors pilot replicate=2.1
COc1ccccc1NC(=O)c1ccc(NC(=O)CSc2nnnn2C)cc1,2.1,85,0.3%,1.9%,2.6%,0%,-7%,-5%,2%,-5%,
O=C(Nc1nnc(C2CC2)s1)c1cccc(S(=O)(=O)N2CC(c3ccccc3)CC2=O)c1 (stereo not drawn),1.9,56,-0.4%,0.9%,2.8%,7%,1%,-6%,2%,7%,
COC(=O)c1cn[nH]c1NC(=S)Nc1ccc(C)cc1Cl,5.7,39,0.1%,0.2%,2.4%,13%,-2%,-5%,6%,-16%,
Cc1cc(C)c(S(C)(=O)=O)c(Oc2cccc(Cl)c2)n1,-0.9,37,0.5%,0.1%,3.2%,3%,1%,0%,12%,4%,
CCNC(=S)NNC(=O)c1cc(-c2cccc(OCC)c2)nc2ccccc12,-0.4,56,0.8%,-0.7%,3.1%,19%,-5%,-2%,8%,0%,
CC1Cc2ccccc2N1C(=O)COC(=O)c1ccc(S(=O)(=O)N(C)C)cc1 (stereo not drawn),1.2,42,3.0%,0.1%,2.4%,23%,3%,-1%,5%,-6%,
Nn1c(SCC(=O)NC2CCCc3ccccc32)nnc1-c1cccs1 (stereo not drawn),-1.7,91,0.5%,-0.8%,0.7%,24%,-2%,-10%,5%,1%,
O=C(NCCOC(=O)c1ccc(F)cc1)c1ccc(F)cc1,0.6,66,-0.5%[50 µM],-0.5%,2.5%,?,2%,5%,4%,13%,
CCOc1ccc(-n2c(=O)[nH]cc(C(=O)Nc3ccc(OC)c(OC)c3)c2=O)cc1,1.5,61,1.6%,0.1%,0.8%,3%,-6%,-5%,5%,-6%,

# Sorted by count of non-hydrogen atoms (largest number first): part of the list above.
SMILES,NTR1 agonist,NTR1 agonist cell count 20 µM,UTI89 phage lysis,West Nile antiviral,RSV CPE inhibition,Large T inhibition,Siah-1 displacement,NS5 inhibitors,Rac1 GTP hydrolysis,AID2073,others
COc1ccc(S(=O)(=O)N2CCOCC2)cc1NC(=O)CSc1cccc[n+]1[O-],-0.8,67,-0.6%,0.8%,0.7%,15%,0%,-3%,3%,4%,
O=C(NCCOC(=O)c1ccc(F)cc1)c1ccc(F)cc1,0.6,66,-0.5%[50 µM],-0.5%,2.5%,?,2%,5%,4%,13%,
CCCOc1ccc(Cn2cnc3ccccc32)cc1,0.4,65,0.9%,0.3%,-1.9%,1%,-1%,-3%,6%,-6%,

# The main list resumes, starting 4 compounds before the break.
SMILES,NTR1 agonist,NTR1 agonist cell count 20 µM,UTI89 phage lysis,West Nile antiviral,RSV CPE inhibition,Large T inhibition,Siah-1 displacement,NS5 inhibitors,Rac1 GTP hydrolysis,AID2073,others
CC1Cc2ccccc2N1C(=O)COC(=O)c1ccc(S(=O)(=O)N(C)C)cc1 (stereo not drawn),1.2,42,3.0%,0.1%,2.4%,23%,3%,-1%,5%,-6%,
Nn1c(SCC(=O)NC2CCCc3ccccc32)nnc1-c1cccs1 (stereo not drawn),-1.7,91,0.5%,-0.8%,0.7%,24%,-2%,-10%,5%,1%,
O=C(NCCOC(=O)c1ccc(F)cc1)c1ccc(F)cc1,0.6,66,-0.5%[50 µM],-0.5%,2.5%,?,2%,5%,4%,13%,
CCOc1ccc(-n2c(=O)[nH]cc(C(=O)Nc3ccc(OC)c(OC)c3)c2=O)cc1,1.5,61,1.6%,0.1%,0.8%,3%,-6%,-5%,5%,-6%,
Clc1ccc(-c2n[nH]c3c2CCC3)c(Cl)c1,-2.9,73,0.8%,0.1%,?,17%,2%,4%,-2%,33%,
COc1ccc(NC(=O)c2ccc3c(c2)NC(=O)CS3)cc1,0.1,44,1.4%[50 µM],nt,0.1%,nt,nt,-7%,4%,nt,
COC(=O)c1ccc(CN(c2ccc(C(=O)O)c(O)c2)S(=O)(=O)c2ccc(Cl)c([N+](=O)[O-])c2)cc1,nt,nt,0.1%,0.1%,0.8%,6%,-3%,4%,2%,7%,
CN(C)S(=O)(=O)c1ccc(C(=O)NCC[N+]2(C)CCCCCC2)o1,-0.9,52,-0.3%,-0.1%,0.9%,13%,0%,-1%,6%,2%,
Cc1ccc2ccc(C3C(=O)c4ccccc4C3=O)nc2c1,-0.4,43,1.6%,?,-0.5%,nt,nt,?,-2%,nt,
COc1ccc(CCNC(=O)CN(C2CCCCC2)S(C)(=O)=O)cc1OC,1.3,44,3.5%,0.3%,0.6%,5%,-2%,-3%,5%,-8%,
COc1ccc(-c2nc(-c3ccccn3)no2)cc1,-1.1,97,0.3%,-1.4%,-0.9%,nt,-3%,-3%,15%,-8%,
O=C(OCc1ccc(C(=O)c2ccccc2)cc1)c1cccc(-c2nnc(-c3ccccc3)o2)c1,7.6,47,-0.8%,-0.8%,0.7%,0%,-2%,8%,7%,6%,
CC(C)(C)NC(=O)NC(=O)COc1ccccc1C#N,1.0,89,-0.2%,-0.5%,1.1%,15%,1%,-3%,7%,-4%,
COc1ccc(-c2cn(-c3ccc(C)cc3C)c(=O)[nH]2)cc1OC,2.7,61,4.9%,-0.8%,1.9%,6%,12%,-4%,9%,-8%,
CCOc1ccccc1C1C(C(N)=O)=C(C)Nc2nc(-c3ccc(OC)cc3)nn21 (stereo not drawn),-0.7,94,2.8%,0.0%,1.8%,-2%,2%,1%,5%,8%,
Cc1ccc(CN2CCN(/N=C/c3ccc(C(=O)O)cc3)CC2)cc1,2.6,51,0.3%,-0.8%,5.9%,16%,-4%,3%,8%,-8%,
O=C(O)CCCC(=O)N1CCOCCOCCOCCOCC1,-1.0,45,0.1%,0.0%,0.8%,22%,5%,2%,3%,?,
O=C(O)c1ccc(C(=O)Nc2cccc(NC(=O)C3CCCO3)c2)cc1 (stereo not drawn),3.3,68,-1.2%,0.0%,-1.2%,20%,1%,2%,-30%,0%,
CCC(c1nc2ccccc2c(=O)n1-c1nc2ccccc2s1)N1C(=O)c2ccccc2C1=O (stereo not drawn),4.9,79,1.9%[50 µM],-0.8%,3.5%,21%,7%,-6%,6%,0%,

# 2 entries picked at random from those above:
SMILES,NTR1 agonist,NTR1 agonist cell count 20 µM,UTI89 phage lysis,West Nile antiviral,RSV CPE inhibition,Large T inhibition,Siah-1 displacement,NS5 inhibitors,Rac1 GTP hydrolysis,AID2073,others
COc1ccc(-c2nc(-c3ccccn3)no2)cc1,-1.1,97,0.3%,-1.4%,-0.9%,nt,-3%,-3%,15%,-8%,
COc1ccc(-c2cn(-c3ccc(C)cc3C)c(=O)[nH]2)cc1OC,2.7,61,4.9%,-0.8%,1.9%,6%,12%,-4%,9%,-8%,

# Compound activity: PubChem, several laboratories
